Source: PubChem
GCN5L2 inh = inhibitors of human GCN5L2 histone acetyltransferase; Q92830; GCN5L2 HAT assay, ThioGlo1 CoA-SH fluorescence; Potency, µM (series often up to 58.9 µM), for the others: top-dose activity change, negative = inhibition, actives largely listed as inhibitors; 0.21% of 390,000 active
Target sequence (Q92830 whole entry, looked up): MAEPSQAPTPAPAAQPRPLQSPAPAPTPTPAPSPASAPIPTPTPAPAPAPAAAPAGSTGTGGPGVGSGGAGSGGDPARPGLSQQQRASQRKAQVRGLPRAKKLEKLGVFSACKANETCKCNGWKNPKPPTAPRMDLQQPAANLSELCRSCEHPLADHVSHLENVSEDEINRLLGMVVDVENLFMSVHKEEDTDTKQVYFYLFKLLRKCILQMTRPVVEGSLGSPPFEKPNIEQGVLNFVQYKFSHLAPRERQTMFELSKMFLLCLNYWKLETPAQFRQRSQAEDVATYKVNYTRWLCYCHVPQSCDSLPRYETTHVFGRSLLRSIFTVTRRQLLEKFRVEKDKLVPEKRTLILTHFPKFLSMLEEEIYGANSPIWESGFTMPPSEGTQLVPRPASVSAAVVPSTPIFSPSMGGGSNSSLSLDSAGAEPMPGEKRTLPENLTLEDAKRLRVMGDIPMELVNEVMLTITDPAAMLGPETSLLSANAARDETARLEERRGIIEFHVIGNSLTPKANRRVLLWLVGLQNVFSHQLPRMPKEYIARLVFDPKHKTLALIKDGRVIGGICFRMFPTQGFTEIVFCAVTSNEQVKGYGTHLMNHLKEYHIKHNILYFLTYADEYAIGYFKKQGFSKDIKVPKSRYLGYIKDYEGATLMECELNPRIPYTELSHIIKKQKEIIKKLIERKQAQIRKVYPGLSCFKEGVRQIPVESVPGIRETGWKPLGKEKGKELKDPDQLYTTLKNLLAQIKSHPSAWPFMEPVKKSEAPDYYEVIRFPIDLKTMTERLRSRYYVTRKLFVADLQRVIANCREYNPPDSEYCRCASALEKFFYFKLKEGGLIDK
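Enzyme at 20nM final was mixed with library compounds for 15 min at room temperature. Peptide H3(1-25) at 75uM, acetyl-CoA at 70uM and ThioGlo1 at 50uM were then added. Plates were read immediately and after 20 min (Ex340nm/Em540nm).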
TDP1 block = blocks human tyrosyl-DNA phosphodiesterase 1; recombinant TDP1, AlphaScreen DNA substrate cleavage; Q9NUW8; Potency, µM (highest dose often 130 µM), without a hit: at the top dose activity change, negative = inhibition, actives largely listed as inhibitors; 0.28% of 350,000 active; note: nearly all actives have a fitted effect of over 40% in size
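Enzyme-compound mixtures sat 15 min at room temperature, followed by a 5 min reaction with 15 nM final substrate and 10 min with AlphaScreen beads. Recombinant human Tdp1 was used at 1 nM final.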
TDP1 cell noCPT = qHTS for Inhibitors of human tyrosyl-DNA phosphodiesterase 1 (TDP1): qHTS in cells in absence of CPT; AID 686978, 2013; DT40 Tdp1-/- hTDP1 cells, no CPT, ATP luminescence, 48 h; 15% of 420,000 active; Potency, µM (highest dose often 46.2 µM), for inactives: at the top dose activity change, negative = growth inhibition, actives largely listed as inhibitors; note: nearly all actives have a fitted effect of over 55% in size
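A cellular qHTS used chicken DT40 cells lacking endogenous Tdp1 but carrying stably transfected human TDP1. Compounds were applied without camptothecin, and cell growth kinetics were judged by ATP-dependent luminescence after ≥48 hr.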
Active calls of the source: *; ? = inconclusive; . = not tested or not shown; & = joins results of further samples; [ ] = another dose, or the depositor's remark. Calls come from the whole dose curve; as a rule, active = well fitted curve in the direction sought with a large enough effect; inconclusive = small, poorly fitted or top-dose-only effect, or another doubt; inactive = no such curve, though single readings can be large; an effect the other way counts as inactive or inconclusive. % is set by controls: 0 for no effect and ±100 for the full control effect; potency is the fitted concentration of half-maximal effect. Only part of the results is shown; the hit share may differ from the screen's.

#	Compound	TDP1 cell noCPT	GCN5L2 inh	TDP1 block
1	Cc1ccc(C)c2nc3sc(C(=O)N4CCOCC4)c(N)c3cc12	?	-4%	3%
2	CCC(=O)Nc1cccc(-c2nnc(-c3cccc(NC(=O)CC)c3)o2)c1	?	-5%	1%
3	Cc1c(Cl)cccc1NC(=O)Cn1c(-c2ccc(F)cc2)noc1=O	-16%	-9%	-6%
4	Fc1ccc(CNc2nc(-c3ccco3)cc(C(F)(F)F)n2)cc1	?	-11%	-3%
5	CC1C(=O)C(C)C(c2ccccc2F)NC1c1ccccc1F (centres undefined)	-18%	-4%	.
6	CCn1cc(/C=C(\NC(=O)c2ccccc2F)C(=O)N2CCCC2)c2ccccc21	?	-6%	4%
7	COC(=O)c1ccc(NC(=O)c2cc(S(=O)(=O)N3CCOCC3)cn2C)cc1	-4%	-5%	-3%
8	Cc1ccc(C23CC4CC(CC(C(=O)NC(C)C)(C4)C2)C3)cc1	26µM*	-7%	.
9	CC1CCCC(NC(=O)CCC(=O)N2CCOc3ccccc32)C1C (centres undefined)	?	1%	1%
10	Cc1ccc(S(=O)(=O)N(C)C)cc1NC(=O)CSc1nnc(C2CC2)n1C1CC1	-1%	-8%	-1%[56.1 µM]
11	N[C@H](C(=O)O)c1cccc(O)c1	-9%&-13%&-3%	-7%&-3%&-7%	18%
12	COCCn1c(=O)c(CCc2ccccc2)nc2cncnc21	23%	-7%	.
13	CC(=O)N(Cc1ccco1)C1(C(=O)NC2CCCCC2)CCCCC1	?	-6%	5%
14	CSc1nccc(N/N=C/c2ccccc2)n1	-18%	-4%	.
15	NS(=O)(=O)c1ccc(NC(=O)CN2CCCCC2)cc1	1%	-1%	-2%
16	Cc1sc2ncnc(SCC(=O)Nc3ccc(CN4CCCC4)cc3)c2c1C	1%	-3%	2%
17	O=C(NCCc1ccccc1)c1ccc2c(c1)N(Cc1c(F)cccc1Cl)C(=O)CS2	9.2µM*	-8%	3%
18	COCCNC(=O)CCC1CCN(Cc2cccc(Oc3ccccc3)c2)CC1	1%	-3%	3%
19	COc1cc(C)ccc1OCCSc1nc2ccc(NC(=O)c3ccccc3F)cc2s1	-18%	-4%	6%
20	CC(C)N1C(=O)N(c2cccc(Cl)c2)C(C)(O)CC1(C)C (centres undefined)	-13%	-12%	.
21	O=C(Nc1nc(-c2ccc(F)c(F)c2)cs1)c1cc([N+](=O)[O-])ccc1N1CCOCC1	?	-4%	5%
22	C/C(CC(=O)Nc1ccc(Cl)cc1Cl)=N\NC(=O)c1cnccn1	7%	-1%	.
23	CSc1cccc(NC(=O)c2ccc3c(c2)CCCN3S(C)(=O)=O)c1	?	-11%	5%
24	CC(=O)COC(=O)C1=NN(c2ccccc2)C(=O)CC1	-2%	1%	.
25	O=C(NCc1ccccc1C(F)(F)F)C1CC(c2ccccc2[N+](=O)[O-])=NO1 (centres undefined)	-32%	38%[activator]	2%
26	CCN(CCCNC(=O)COc1cc(=O)n(C)c2ccccc12)c1cccc(C)c1	?	-2%	8%
27	COCCN(Cc1ccc(F)cc1)C(=O)c1cc2ccccc2oc1=O	-9%	-19%	.
28	O=C(CSc1nnc(CNC(=O)c2cccs2)o1)Nc1ccccc1C(F)(F)F	17%	2%	1%
29	CCCNC(=O)c1cc2nc(-c3ccccc3)cc(C(F)(F)F)n2n1	?	-12%	2%
30	FC(F)(F)c1cccc(NC(=S)Nc2cccc(NC(=S)Nc3cccc(C(F)(F)F)c3)n2)c1	21µM*	-5%	7%

The closing 2 compounds of the part above lead into the next:
#	Compound	TDP1 cell noCPT	GCN5L2 inh	TDP1 block
29	CCCNC(=O)c1cc2nc(-c3ccccc3)cc(C(F)(F)F)n2n1	?	-12%	2%
30	FC(F)(F)c1cccc(NC(=S)Nc2cccc(NC(=S)Nc3cccc(C(F)(F)F)c3)n2)c1	21µM*	-5%	7%
31	COc1ccc(/C=C/C(=O)N2CCN(C)CC2)cc1OC	3%	-11%	.
32	CCC(=O)NC(=S)Nc1cccc(NC(=O)c2ccc(Cl)cc2Cl)c1	-29%	5%	3%
33	CCCCn1nc(C(=O)NNC(=O)c2ccncc2)c2ccccc2c1=O	-12%	1%	4%
34	CCOC(=O)C1(Cc2cccc(OC)c2)CCN(C/C=C/c2ccc(OC)cc2)CC1	5.2µM*	-4%	.
35	CCS(=O)(=O)N1CCC(C(=O)NCc2cccs2)CC1	11%	0%	1%
36	CN(C)CCn1c2c(c(SCC(=O)Nc3cccc4ccccc34)nc1=O)CCCC2	?	-1%	6%
37	O=S(=O)(c1cc(F)ccc1F)N1CCN(C2CCCCC2)CC1	?	?	4%
38	Cc1ccc(NC(=O)CSCC(=O)Nc2ccccc2N2CCCC2)cc1	?	?	.
39	CCOc1ccc(S(=O)(=O)NCCSc2ccccc2)cc1	2%	-1%	2%
40	CCCn1c2ccccc2c2nnc(SCC(=O)OC)nc21	-11%	-6%	8%
41	Cc1ccc2oc3c(c(=O)c2c1)C(c1ccc(F)cc1)N(c1nc(C)c(C)s1)C3=O (centres undefined)	-19%	-4%	1%
42	COc1ccc(C(CNC(=O)c2ccc(S(=O)(=O)Nc3ccccc3F)cc2)N(C)C)cc1 (centres undefined)	0%	-23%	1%
43	Cc1ccc(C)c(NC(=O)C(Sc2cccc[n+]2[O-])c2ccccc2)c1 (centres undefined)	5%	-4%	3%
44	Cc1cccn2c(=O)c(C=C(C#N)C#N)c(N3CCN(C)CC3)nc12	-18%	-5%	.
45	COc1ccc(CSc2nncn2C)cc1[N+](=O)[O-]	18%	-3%	0%
46	COc1ccc(C2NC(=O)NC(C)=C2C(=O)OCC2CCCCC2)cc1OC (centres undefined)	?	-7%	.
47	Cc1cnc(-c2nnc(N(C)C(=O)c3cccnc3)s2)cn1	-14%	-1%	4%
48	O=C(NCCCN1CCCC1=O)c1ccccc1NS(=O)(=O)c1ccc(F)cc1	-8%	1%	-10%
49	Cc1cc([N+](=O)[O-])cc2c1NCC1CC=CC21 (centres undefined)	?	-7%	5%
50	COc1ccc(C(=O)N2CCN(C(=O)C3CCCO3)CC2)cc1[N+](=O)[O-] (centres undefined)	28%	-5%	1%
51	COc1ccc(C(=O)C2CCCN(C(=O)/C=C/c3ccccn3)C2)c(C)c1 (centres undefined)	?	-3%	.
52	COc1ccc(NS(=O)(=O)c2cccc(C(=O)NCC3(N4CCCCC4)CCCCC3)c2)cc1	-26%	4%	1%
53	CCOC(=O)N1CCN(S(=O)(=O)c2ccc(C(=O)Nc3nc4ccccc4s3)cc2)CC1	?	-16%	4%
54	Cc1ccccc1C(=O)NC(=S)N(C)C1CCCCC1	-24%	-5%	5%
55	COc1ccc(C(c2c(C)n(C)n(-c3ccccc3)c2=O)c2c(C)n(C)n(-c3ccccc3)c2=O)c(OC)c1OC	-11%	?	.
56	Cc1c(S(=O)(=O)NCc2ccccc2)c(=O)n(C)c(=O)n1C	12%	3%	.
57	COc1cc(NC(=O)NCCN2CCN(c3ccc(Cl)cc3)CC2)ccc1C	?	-8%	2%
58	CCOc1ccc(S(=O)(=O)N2CCCC(C(=O)NCc3ccccc3)C2)cc1 (centres undefined)	-16%	-3%	1%
59	O=C(NCCc1ccccc1)c1cccc([N+](=O)[O-])c1	?	-4%	-5%
60	Cc1ccc(-c2cc(C(=O)Oc3ccc(C#N)cc3)no2)cc1	?	-3%	-3%

Part of the list above, in transposed form:
40) CCCn1c2ccccc2c2nnc(SCC(=O)OC)nc21
41) Cc1ccc2oc3c(c(=O)c2c1)C(c1ccc(F)cc1)N(c1nc(C)c(C)s1)C3=O (centres undefined)
42) COc1ccc(C(CNC(=O)c2ccc(S(=O)(=O)Nc3ccccc3F)cc2)N(C)C)cc1 (centres undefined)
43) Cc1ccc(C)c(NC(=O)C(Sc2cccc[n+]2[O-])c2ccccc2)c1 (centres undefined)
44) Cc1cccn2c(=O)c(C=C(C#N)C#N)c(N3CCN(C)CC3)nc12
45) COc1ccc(CSc2nncn2C)cc1[N+](=O)[O-]
46) COc1ccc(C2NC(=O)NC(C)=C2C(=O)OCC2CCCCC2)cc1OC (centres undefined)
47) Cc1cnc(-c2nnc(N(C)C(=O)c3cccnc3)s2)cn1
48) O=C(NCCCN1CCCC1=O)c1ccccc1NS(=O)(=O)c1ccc(F)cc1
49) Cc1cc([N+](=O)[O-])cc2c1NCC1CC=CC21 (centres undefined)

Assay by compound	40	41	42	43	44	45	46	47	48	49
TDP1 cell noCPT	-11%	-19%	0%	5%	-18%	18%	?	-14%	-8%	?
GCN5L2 inh	-6%	-4%	-23%	-4%	-5%	-3%	-7%	-1%	1%	-7%
TDP1 block	8%	1%	1%	3%	.	0%	.	4%	-10%	5%

50) COc1ccc(C(=O)N2CCN(C(=O)C3CCCO3)CC2)cc1[N+](=O)[O-] (centres undefined)
51) COc1ccc(C(=O)C2CCCN(C(=O)/C=C/c3ccccn3)C2)c(C)c1 (centres undefined)
52) COc1ccc(NS(=O)(=O)c2cccc(C(=O)NCC3(N4CCCCC4)CCCCC3)c2)cc1
53) CCOC(=O)N1CCN(S(=O)(=O)c2ccc(C(=O)Nc3nc4ccccc4s3)cc2)CC1
54) Cc1ccccc1C(=O)NC(=S)N(C)C1CCCCC1
55) COc1ccc(C(c2c(C)n(C)n(-c3ccccc3)c2=O)c2c(C)n(C)n(-c3ccccc3)c2=O)c(OC)c1OC
56) Cc1c(S(=O)(=O)NCc2ccccc2)c(=O)n(C)c(=O)n1C
57) COc1cc(NC(=O)NCCN2CCN(c3ccc(Cl)cc3)CC2)ccc1C
58) CCOc1ccc(S(=O)(=O)N2CCCC(C(=O)NCc3ccccc3)C2)cc1 (centres undefined)
59) O=C(NCCc1ccccc1)c1cccc([N+](=O)[O-])c1

Assay by compound	50	51	52	53	54	55	56	57	58	59
TDP1 cell noCPT	28%	?	-26%	?	-24%	-11%	12%	?	-16%	?
GCN5L2 inh	-5%	-3%	4%	-16%	-5%	?	3%	-8%	-3%	-4%
TDP1 block	1%	.	1%	4%	5%	.	.	2%	1%	-5%

(list continues)
#	Compound	TDP1 cell noCPT	GCN5L2 inh	TDP1 block
61	Cc1ccc(SCC(=O)OCC(=O)N(C)CC(=O)Nc2ccc(F)cc2)cc1C	-2%	-6%	-4%
62	COc1ccc(CNC(=O)COC(=O)c2ccc(Br)c(S(=O)(=O)N3CCOCC3)c2)cc1	-17%	-5%	0%
63	NS(=O)(=O)c1ccc(NC(=O)c2ccc(Cl)c(S(=O)(=O)NCc3ccco3)c2)cc1	-24%	-4%	1%
64	CC(CN1CCCCC1)OC(=O)c1cc2ccccc2o1 (centres undefined)	-7%	1%	6%
65	Cc1ccc(S(=O)(=O)CC(C)N2CCOCC2)c(S(=O)(=O)CC(C)N2CCOCC2)c1 (centres undefined)	-9%	-5%	0%
66	COc1ccc(S(=O)(=O)Nc2c(C)nc3nc[nH]n3c2=O)cc1	1%&-4%	-9%&-2%	-5%&2%
67	O=C(NCC(c1ccccc1)c1ccccc1)c1nn(-c2ccccc2Cl)nc1CO	23µM*	-14%	-5%
68	Cc1ccccc1NS(=O)(=O)CCCCC(Cl)(Cl)Cl	?	-9%	-3%
69	Cc1cc(NC(=O)c2cc([N+](=O)[O-])cc([N+](=O)[O-])c2)no1	?	1%	1%
70	C=CCN(c1ccccc1)S(=O)(=O)c1cccc(C(=O)Nc2ncccc2O)c1	-18%	5%	-11%
71	COc1ccc(C(=O)N2CCC[C@@]3(CCN(c4cccc(-c5ccccc5)c4)C3)C2)cc1	?	-14%	.
72	CCCc1[nH]nc2c1C(c1ccc(OCCN3CCOCC3)c(OCC)c1)C(C#N)=C(N)O2 (centres undefined)	-8%	-14%	-1%
73	O=C(COC(=O)c1ccccn1)Nc1ccccc1Cl	-3%	-2%	1%
74	Cc1nnc(SCc2nnc(-c3ccccc3Br)o2)s1	-9%	-9%	1%
75	CC(C)c1nc2oc3c(NCC4CCCO4)ncnc3c2c2c1COC(C)(C)C2 (centres undefined)	15µM*	-3%	5%
76	COc1cc(/C=N/NC2=NS(=O)(=O)c3ccccc32)cc(OC)c1OC	-10%	-3%	.
